# Autophagy mod: autophagy modulation, high-content screen | MEF GFP-LC3 puncta imaging; test concentration mostly 10 µM | calls only at 10 µM (by protocol) | 0.98% of 190,000 active;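 active = percentage of spot-positive cells more than 3 SD above its plate mean, without a fluorescence outlier flag or 80% toxicity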;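 also: spot-positive cell cutoff set from DMSO-treated cells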
# Yfh1-off respiration: enhancers of respiration in Yfh1-depleted yeast, dose response, Friedreich's ataxia, plus single-dose screen (AID 1465) | fold induction at 50 µM; hits with a dose series show EC50 in µM | 0.074% of 220,000 active | S. cerevisiae Yfh1-off respiration, WST-1 reduction, 72 h; higher fold induction means a stronger effect;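 active = fold induction of absorbance versus untreated yeast above a set limit, then at least 30% activation at any dose in follow-up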;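 also: activators that raise dye reduction in frataxin-depleted yeast; strong numbers were not always called active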
# WT yeast gro inh: growth inhibition of WT yeast, mitochondrial fusion screen. mitochondrial fusion phenotypic screen, WT strain. inhibition, % at 10 µM. AID 1362. 2.1% of 190,000 active; in the data active = inhibition above about 58%; tested in S. cerevisiae
# Dynein cargo inh: blocks dynein driven cargo transport along microtubules; 0.47% of 220,000 active; AID 1381; 3617.4 mouse cells, GR-EGFP nuclear translocation imaging; test concentration mostly 20 µM; stimulated with dexamethasone, 1 µM; hits give low values; z-score, hits read low;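 active = plate z-score of nuclear minus cytoplasmic receptor signal below a set negative limit, without overly bright fluorescence or cell loss, cut at about -3.5 in these data, passing the limit was not always enough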;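 also: z-score of nuclear minus cytoplasmic ring GR-EGFP intensity difference per well; some compounds called inactive have numbers as strong as hits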
#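 Buffer or medium: tet-free medium with charcoal-stripped serum / Also added: dexamethasone agonist, 1.0 µM final, for 30 min / Timing: induction 48 h, compound 1 h, agonist 30 min / Measured by: high-content fluorescence imaging after fixation / Read-out: nuclear-to-cytoplasmic GR-EGFP distribution per well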
# Lipid droplet: modulators of hepatic lipid droplet formation; 0.4% of 240,000 active; AID 1656; inhibition, % at 6.5 µM; AML12 mouse hepatocytes, oleate lipid droplets, BODIPY imaging;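 active = lipid droplet intensity inhibited by at least 50%, with more than 500 cells counted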
#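 Material – mouse AML12 hepatocyte cell line, fixed after treatment · Compound dosing – one dose, 6.5 µM compound · Times – compound with oleate, overnight · Measured by – Image-based BODIPY and DAPI two-channel analysis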
# b-catenin transl: beta-catenin nuclear translocation modulation | HeLa beta-catenin nuclear translocation, immunofluorescence imaging | nuclear translocation activity, % at 5 µM | 0.3% of 190,000 active | AID 1665;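 active = nuclear translocation activity above 50% at 5 µM, with a well cell count of 50 or more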;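 also: per-cell ratio of nuclear to cytoplasmic median beta-catenin stain intensity; plate controls were DMSO negative control for no effect and GSK-3 inhibitor IX positive control for full effect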
#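 test system = HeLa cells, endogenous beta-catenin | dosing = single 5 µM dose plus 0.02–20 µM confirmation series | times = compound treatment 24 h, 37°C, 5% CO2 | technique = beta-catenin immunofluorescence imaging with DAPI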
# MT stabilize HCS: microtubule stabilization, imaging screen; % tubulin-high responders, % at 10 µM; HeLa tubulin immunostaining HCS, 24 h; share of cells brighter than vehicle mean+2SD; 0.83% of 200,000 active;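 active = plate Z-score above 3 for both tubulin-high and condensed-nucleus cell shares, with cell loss under 80%, at 10 µM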;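 also: anti alpha tubulin signal scored within the nucleus-defined area of each cell; some results filed as inactive read as strong as hits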
# Insulin prom up: MIN6 insulin promoter up-regulation | MIN6 insulin promoter-GFP reporter, high-content imaging; hits give high values | z-score at 5 µM | 0.3% of 190,000 active | AID 1625;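 active = z-score above 3 at 5 µM with at least 500 cells counted in the well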
# NOD2 inhibition: NOD2 signaling inhibitors, cell-based, luminescence, uHTS, HEK293 (AID 1566); HEK293 NOD2/NF-kB luciferase reporter, luminescence; higher % means a stronger effect; inhibition, % at 4 µM; hits with a dose series show EC50 in µM; 0.63% of 290,000 active; in the data active = inhibition above about 50%; also: many of its hits are not listed in these tables
# WT yeast gro inh mutant strain: second read-out of WT yeast gro inh, no call of its own (marks repeat the call); inhibition, %; mitochondrial fusion phenotypic screen, mutant strain inhibition
# Dynein cargo inh cytoplasmic EGFP: further read-out of Dynein cargo inh, marked with its call; z-score; measured here: cytoplasmic GR-EGFP intensity; hits give high values
# Dynein cargo inh nuclear GR-EGFP: further read-out of Dynein cargo inh, marked with its call; z-score; measured here: nuclear GR-EGFP intensity;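 lower value marks the stronger effect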
# Dynein cargo inh cell count: recorded beside Dynein cargo inh, whose call it bears; z-score; measured here: cell count per field
# Insulin prom up cell count: second read-out of Insulin prom up, no call of its own (marks repeat the call); cell count; measured here: cytotoxicity, nuclei count;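 total cells summed across four imaged fields per well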
# Lipid droplet cells 6.5 µM: recorded beside Lipid droplet, whose call it bears; cell count; measured here: cell count, cytotoxicity flag;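 cells counted across two imaged fields per well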
# b-catenin transl cell count 5 µM: also measured in b-catenin transl; calls as there; cell count; measured here: cell count, cytotoxicity flag
# MT stabilize HCS Hoechst-high %: recorded beside MT stabilize HCS, whose call it bears; % Hoechst-high responders; measured here: nuclear condensation Hoechst responders;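 share of cells brighter than vehicle mean plus two SD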
# MT stabilize HCS cytotoxicity %: further read-out of MT stabilize HCS, marked with its call; toxicity, %; measured here: cytotoxicity by cell density;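 0% = mean cell density of plate MIN control wells and 100% = no cells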
# Autophagy mod cell loss 18 h: second read-out of Autophagy mod, no call of its own (marks repeat the call); toxicity, %; measured here: cell loss, nuclei count;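 cell loss after 18 h compound exposure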
# Numbers without * were called inactive; i = inactive; · = not tested or not shown. Only part of the results is shown; count on the stated rates, not on these rows.
SMILES,Autophagy mod,Autophagy mod cell loss 18 h,Yfh1-off respiration,WT yeast gro inh,WT yeast gro inh mutant strain,Dynein cargo inh,Dynein cargo inh cytoplasmic EGFP,Dynein cargo inh nuclear GR-EGFP,Dynein cargo inh cell count,Lipid droplet,Lipid droplet cells 6.5 µM,b-catenin transl,b-catenin transl cell count 5 µM,MT stabilize HCS,MT stabilize HCS Hoechst-high %,MT stabilize HCS cytotoxicity %,Insulin prom up,Insulin prom up cell count,NOD2 inhibition
Cc1cc(C)c2oc(C(=O)NCCc3ccc(S(N)(=O)=O)cc3)cc(=O)c2c1,·,·,i,·,·,0.0652,-0.175,0.996,0.111,·,·,1.4,1269,·,·,·,-0.15,1127,21.5%
Cc1noc(C)c1CSc1nnc2sc3ccccc3n12,i,-4.1,i,6.3,17.6,-0.641,-0.198,-0.427,0.747,·,·,0.5,1092,1.8,1.0,4.9,0.09,1108,-2.2%
O=C(C1=C(O)C(=O)N(CCN2CCOCC2)C1c1ccccc1)c1cccs1 (stereo not drawn),i,-0.6,i,·,·,-0.954,-0.245,-0.259,-0.304,·,·,·,·,2.6,0.5,18.7,·,·,·
Cc1ccc2cc3cc(C(=O)N4CCCCC4C)oc3nc2c1 (stereo not drawn),i,-3.9,·,-5.6,-2.2,0.633,-0.292,0.298,-0.102,·,·,·,·,3.9,3.2,6.8,·,·,-268.5%
CC1(C)CC(n2c(NCCO)nc3c(c2=O)C2(CCCC2)Cc2ccccc2-3)CCO1 (stereo not drawn),i,-42.1,i,20.4,4.0,0.491,-0.249,0.888,-0.492,·,·,0.4,1125,1.5,3.1,16.1,-0.18,1075,-13.1%
CCOc1cc2c(cc1OCC)C(c1ccccc1)N(c1ccccc1)C(=O)C2 (stereo not drawn),i,-1.0,i,17.6,20.6,-0.321,-0.306,-0.413,0.312,89.4*,593*,-0.8,961,2.6,2.1,6.2,-0.61,1319,12.4%
COC(=O)c1ccc(-n2cncn2)c([N+](=O)[O-])c1,i,9.3,i,-16.3,4.8,-0.119,-0.279,0.408,-0.0489,8.5,592,-3.3,1093,3.6,3.4,3.9,0.15,1590,26.3%
O=S(=O)(CCc1nnc(-c2ccccc2)o1)c1ccc2ccccc2c1,i,-0.3,i,0.6,-16.9,0.719,-0.105,0.795,-1.49,·,·,-2.3,1160,5.8,2.3,7.1,0.14,903,5.2%
CCn1c(C)nc2cc(C(=O)N3N=C(CCOC)CC3(O)C(F)(F)F)ccc21 (stereo not drawn),·,·,i,·,·,1.2,-0.722,0.87,-0.0741,-12.4,651,0.0,1325,·,·,·,1.28,897,-24.5%
COc1cc(CNC(C)(C)CO)ccc1OCC(=O)Nc1ccc(Br)cc1,i,-4.4,i,11.6,16.4,0.653,-0.152,-0.294,-0.295,·,·,-0.9,1410,2.2,2.0,4.0,-0.99,1540,-11.4%
Nc1cc(N)nc(SCC(=O)N2CCCCC2)n1,i,1.0,i,-2.5,-7.2,-0.428,-0.204,-0.0853,0.128,·,·,-2.0,1183,3.1,1.9,6.8,0.02,1023,-16.1%
Cc1ccc(N=C2CCCN2Cc2ccccc2)c(C#N)c1,i,2.1,i,-0.1,4.6,0.275,-0.0261,-0.0278,-0.872,-2.9,704,0.6,1219,5.1,2.3,6.1,-1.21,625,-1.7%
CC1CCCC(NC(=O)COC(=O)/C=C/c2ccc(S(=O)(=O)N3CCOCC3)cc2)C1C (stereo not drawn),·,·,i,·,·,-0.359,-0.681,-0.394,0.217,10.1,723,0.6,1378,·,·,·,0.16,1055,11.8%
COc1ccc(-c2csc(NC(=O)c3ccc(S(=O)(=O)N4CCc5ccccc5C4)cc3)n2)c(OC)c1,i,11.3,i,-13.8,-35.7,-0.924,-0.305,-0.772,0.883,-4.0,625,-2.5,425,5.0,2.5,1.7,-2.36,895,33.6%
CCOC(=O)c1ccc(NC(=O)CNC(=O)c2ccccc2)cc1,i,-2.2,i,-10.3,-8.6,1.94,-0.00605,1.15,-1.05,·,·,0.3,1409,2.4,0.9,1.9,-0.12,1604,3.4%
Fc1ccc(Oc2cnc3ccccc3n2)cc1,i,0.1,·,-6.6,5.3,-0.695,-0.282,-0.316,0.73,-10.2,730,-3.7,1056,2.7,2.7,5.7,-0.07,1065,3.6%
COc1ccc(CNc2nc(NCc3ccc(OC)cc3)n(C(=O)c3ccncc3)n2)cc1,i,-34.0,i,1.5,2.9,-0.558,-0.257,-0.268,0.512,-3.3,727,-1.3,1108,5.5,2.4,1.8,1.08,1323,6.0%
CC(C)NC(=O)CC(=O)NN=C1CCCCC1,i,10.1,i,-5.3,-1.8,-0.735,-0.18,-0.251,0.579,13.6,670,0.9,1423,2.0,2.5,4.5,-0.46,1560,5.2%
O=C(C1CCC1)N1CCc2cc(S(=O)(=O)NCC3COc4ccccc4O3)ccc21 (stereo not drawn),i,-1.7,i,20.8,14.4,-0.759,0.021,0.137,2.34,-1.7,684,·,·,3.5,1.6,9.3,1.07,1224,20.5%
COC(=O)C(=C/C(C)=C/c1cccnc1)C(=O)OC,i,-7.8,i,-23.9,4.8,-5.94*,1.18*,-2.53*,0.313*,-1.9,643,1.0,1532,2.9,1.7,1.2,-1.43,1437,-64.3%
Cc1ccc(Cl)cc1NC(=O)c1ocnc1C,i,1.3,i,4.1,-4.8,0.205,-0.173,0.412,-0.0471,·,·,0.2,1362,2.7,1.6,3.5,0.16,1578,9.6%
CCOc1ccc2nc(SCc3ccc(OC)cc3)sc2c1,i,-6.1,i,18.9,12.2,-0.922,-0.273,-0.736,0.615,-31.4,415,-0.2,921,4.0,2.6,2.0,·,·,16.2%
COc1ccccc1Nc1nc2c(s1)CCC2,i,0.4,i,3.8,-0.4,-0.493,-0.0482,-0.232,0.756,·,·,-4.8,1022,1.9,5.2,5.6,0.6,1189,8.8%
CCCCNC(=S)Nc1ccc(Cl)cc1,i,-1.7,i,29.0,-6.9,1.31,-0.251,0.756,-0.973,-28.9,595,0.4,576,2.7,3.1,10.5,0.66,1367,10.8%
OCCN1CCN(c2cc(-c3ccccc3)c3ccccc3n2)CC1,i,-1.4,i,41.3,19.2,-0.318,-0.273,-0.496,0.241,30.2,658,·,·,3.5,2.6,3.5,0.52,1295,24.1%
# The listing continues:
SMILES,Autophagy mod,Autophagy mod cell loss 18 h,Yfh1-off respiration,WT yeast gro inh,WT yeast gro inh mutant strain,Dynein cargo inh,Dynein cargo inh cytoplasmic EGFP,Dynein cargo inh nuclear GR-EGFP,Dynein cargo inh cell count,Lipid droplet,Lipid droplet cells 6.5 µM,b-catenin transl,b-catenin transl cell count 5 µM,MT stabilize HCS,MT stabilize HCS Hoechst-high %,MT stabilize HCS cytotoxicity %,Insulin prom up,Insulin prom up cell count,NOD2 inhibition
CN(C)C(CNC(=O)c1ccc2c(c1)S(=O)(=O)c1ccccc1C2=O)c1ccco1 (stereo not drawn),i,-4.5,i,-12.9,4.8,-1.08,-0.171,-0.708,1.43,18.5,744,-1.0,1040,2.0,1.1,5.8,0.13,1278,-1.5%
COc1ccc(Br)cc1CNC(=O)C1CCN(S(=O)(=O)N2CCCC2)CC1,i,4.0,i,-24.9,-4.3,-0.606,-0.221,-0.0691,0.107,·,·,-1.7,929,6.3,4.4,6.2,-0.2,1449,8.0%
O=C(COc1ccccc1[N+](=O)[O-])N(Cc1ccccc1)c1ccccn1,i,-0.9,i,-0.5,7.0,-0.0621,-0.302,0.611,-0.781,17.6,718,-5.8,1018,3.3,1.9,3.3,-0.11,1636,-4.3%
CCOC(=O)c1c(NC(=O)CC2SC(N)=NC2=O)sc2c1CCCC2 (stereo not drawn),i,-1.2,i,10.2,21.6,0.309,-0.21,-0.101,-0.807,·,·,0.5,1336,1.0,1.3,5.5,-0.62,1682,8.6%
CC(C)C(=O)Nc1cccc(NC(=O)c2cccc(F)c2)c1,i,-7.8,i,-9.1,-11.6,-0.302,-0.298,0.399,-0.176,1.3,694,-5.5,1084,0.6,0.9,5.2,-0.2,1572,17.6%
COc1cccc(C(=O)N2CCN(Cc3ccco3)CC2)c1OC,i,4.0,i,·,·,-0.849,-0.0249,-0.136,0.175,·,·,-3.0,989,5.3,3.2,6.7,-0.04,1701,-7.0%
CCOC(=O)c1[nH]c2ccccc2c1N=CN(C)C,i,-8.1,i,·,·,-0.0702,-0.275,-0.225,1.17,·,·,·,·,2.6,0.9,2.1,·,·,·
CCc1cc[n+](CC(=O)Nc2ccc(Cl)cc2Cl)cc1,i,6.1,i,-13.3,5.2,0.356,-0.384,-0.207,0.238,0.5,715,0.8,1159,4.2,1.4,2.7,-0.08,1379,-5.5%
O=C(CSc1nccc(=O)[nH]1)Nc1ccc(Br)c(Cl)c1,i,48.1,i,4.1,13.1,-0.863,-0.267,-0.567,0.798,6.7,768,-3.3,1198,2.9,1.4,1.3,0.91,1335,3.2%
NC(=O)COC(=O)c1ccc(Cl)c(S(=O)(=O)N(Cc2ccccc2)c2ccc(Cl)cc2)c1,i,-61.7,i,76.5*,12.2*,-0.185,-0.217,-0.226,0.0368,-4.2,633,2.7,1043,6.1,3.8,2.9,-0.28,1469,-0.5%
Cc1cc(CNC(=S)Nc2cccc(Cl)c2Cl)nn1C,i,-3.6,i,-7.1,5.1,-0.637,-0.309,-0.205,0.22,-5.1,740,-1.3,992,4.1,1.5,1.0,-0.13,1427,1.7%

# Compound activity: PubChem, several laboratories
